Integrin act MD – activates integrin-mediated alleviation for muscular dystrophy; alpha7betagal myoblasts, beta-gal FDG fluorescence, 48 h; Potency, µM (highest dose often 38.3 µM), for the others: at the highest dose activation, actives largely listed as activators; 350,000 tested, 0.064% active; AID 624291; active = well fitted activation curve with a large enough effect; inconclusive = small, poorly fitted or top-dose-only effect; inactive = no such curve, though single readings can be large or run the other way;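 also: 100% = response of the positive control SU9516; nearly all actives have a fitted effect of over 60% in size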
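Alpha7betagal+/- myoblasts (passage 13) were plated 16-24 hr, then exposed to compounds (1:260 dilution of DMSO stock) for 48 hours at 37C. After MPER lysis, β-galactosidase reporter activity was read as FDG fluorescence (ex 480/em 540) after 30 minutes.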
CXXC DNA block – blocks binding of human MLL CXXC domain to DNA | Q03164 | MLL-CXXC / FITC-HOXA9 DNA fluorescence polarization | Potency, µM (top dose mostly 115 µM), without a hit: at the highest dose activity change, negative = inhibition, actives largely listed as inhibitors | 290,000 tested, 0.037% active | AID 2662; active = well fitted inhibition curve with a large enough effect in the polarisation, with a control signal flat, not every such curve was filed as active; inconclusive = small, poorly fitted or top-dose-only effect, or effect the other way, or a change in a side signal; inactive = no such curve, though single readings can be large or run the other way; the % refers to the polarisation
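Steps: dispense CXXC domain solution (7 uM) → pin compounds or unlabeled HOX-A9 DNA control → 5 min ambient → add FLSN-HOX-A9 solution (50 nM) → spin → 30 min ambient → fluorescence polarization. Tris pH 7.5/NaCl/DTT/BSA buffer.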
Menin MLL FP TR – displaces Texas Red mutant MLL peptide from human menin | O00255 | Menin + Texas Red MLL mutant peptide, fluorescence polarization | Potency, µM (highest dose often 61.6 µM), without a hit: at the highest dose FP activity change, negative = inhibition, actives largely listed as inhibitors | 270,000 tested, 0.23% active | AID 1768; active = well fitted inhibition curve with a large enough effect in the polarisation, with a control signal flat, not every such curve was filed as active; inconclusive = small, poorly fitted or top-dose-only effect, or effect the other way, or a change in a side signal; inactive = no such curve, though single readings can be large or run the other way; the % refers to the polarisation; also: % of control where 0% means no effect; many of its hits are not listed in these tables
Target sequence (O00255 whole entry, looked up): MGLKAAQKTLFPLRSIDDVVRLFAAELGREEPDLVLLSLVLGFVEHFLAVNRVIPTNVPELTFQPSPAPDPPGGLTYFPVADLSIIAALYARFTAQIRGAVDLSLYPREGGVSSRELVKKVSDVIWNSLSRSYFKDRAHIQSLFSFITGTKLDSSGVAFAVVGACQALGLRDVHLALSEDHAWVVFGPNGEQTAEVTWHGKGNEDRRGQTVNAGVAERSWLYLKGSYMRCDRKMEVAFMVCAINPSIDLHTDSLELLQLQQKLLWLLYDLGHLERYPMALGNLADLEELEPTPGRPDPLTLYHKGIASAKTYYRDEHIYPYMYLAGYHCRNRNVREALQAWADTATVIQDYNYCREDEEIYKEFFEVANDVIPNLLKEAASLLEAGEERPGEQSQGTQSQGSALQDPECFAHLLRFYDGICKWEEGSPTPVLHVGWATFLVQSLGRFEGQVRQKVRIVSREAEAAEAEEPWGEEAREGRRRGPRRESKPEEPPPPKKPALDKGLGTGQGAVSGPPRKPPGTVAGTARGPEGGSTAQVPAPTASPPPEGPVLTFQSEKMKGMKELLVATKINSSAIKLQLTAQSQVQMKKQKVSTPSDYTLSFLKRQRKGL
The depositor's hits bear a star; ? = inconclusive; · = no result given; & = joins results of further samples; [ ] = remark or other dose. Potency is read from the fitted curve at half-maximal effect.

Results follow in this order: Integrin act MD | Menin MLL FP TR | CXXC DNA block
> CNc1ccc(C(=O)CC(O)CCC(C)C2OC(=O)CC(O)CC(=O)CC(O)CC(O)CC(O)CC(O)CC3(O)CC(O)C(C(=O)OC)C(CC(O[C@@H]4OC(C)C(O)C(N)C4O)/C=C/C=C/C=C/C=C/C=C/C=C/C=C/C2C)O3)cc1 (some centres not stated)
→ · | -8.4% | -6.2%
> FC1(F)C(F)(F)C(F)(F)C2(F)C(F)(F)C(F)(F)C(F)(F)C(F)(F)C2(F)C1(F)F (configuration not stated)
→ · | -3.6% | ?
> CC12CCC3C4CCC(=O)C(O)=C4CCC3C1CCC2OC(=O)CCC1CCCC1 (configuration not stated)
→ · | -1.5% | -2.9%
> CC[C@]1(O)CC[C@H]2[C@@H]3CCC4=CCCC[C@@H]4[C@H]3CC[C@@]21C
→ · | 19.2% | -8.4%
> CCCCCCC(=O)O[C@H]1CC[C@H]2[C@@H]3CCC4CC(=O)C=C(C)[C@]4(C)[C@H]3CC[C@]12C (some centres not stated)
→ · | -7.6% | 8.0%
> CCCCCCC(=O)CCCCCC/C=C/C[C@@H](O)[C@H](O)[C@@](N)(CO)C(=O)O
→ · | -9.1%&0.9% | 2.4%
> c1ccc2c(c1)sc1ccccc12
→ · | 7.7% | -2.2%
> COP(=S)(OC)Oc1ccc(S(=O)(=O)N(C)C)cc1
→ · | 7.1% | -6.5%
> CC1OC(C)OC(C)O1 (configuration not stated)
→ · | 13.6%&11.8% | -0.4%&2.2%
> C#C[C@]1(O)CC[C@H]2[C@@H]3CCC4=CC(=O)CCC4(C)[C@H]3CCC21C (some centres not stated)
→ · | -5.6% | -6.2%
> CC(C)c1c(CN(C)[C@@H](C)Cc2ccccc2)n(C)n(-c2ccccc2)c1=O
→ · | 2.4%[24.8 µM] | -3.3%[51.4 µM]
> S=C=S
→ · | 0.9% | 2.7%
> C#CCN(C)[C@@H](C)Cc1ccccc1
→ · | 0.2%[24.8 µM] | -2.3%
> O=C(O)C(Cl)Cl
→ · | 13.7%&-4.1% | -4.9%
> O=c1[nH]cc(N(CCCl)CCCl)c(=O)[nH]1
→ · | -3.3% | -11.7%
> CN1CCC(O)(c2ccc(F)cc2)C(C(=O)c2ccc(F)cc2)C1 (configuration not stated)
→ · | -12.5% | 49.5%[activator]
> ClC1=C(Cl)C2(Cl)C3C4CC(C5OC45)C3C1(Cl)C2(Cl)Cl (configuration not stated)
→ · | -1.9% | -2.9%
> NNc1ccccc1
→ · | 7.9%&-0.5% | 3.2%
> COC1CC(O[C@H]2/C(C)=C/CC3CC(C[C@]4(CCC(C)C(C5CCCCC5)O4)O3)OC(=O)[C@H]3C=C(C)/C(=N/O)C4OC/C(=C\C=C\[C@@H]2C)[C@@]43O)OC(C)C1O (some centres not stated)
→ · | 22.4µM* | 9.2%
> CN(C)CCc1ccc(O)cc1
→ · | -13.1%&1.4% | -0.6%
> C[N+]1(C)C2CC[C@H]1CC(OC(=O)[C@@H](CO)c1ccccc1)C2 (some centres not stated)
→ · | 7.7% | -10.4%
> CCCC(=O)OC(C(Cl)(Cl)Cl)P(=O)(OC)OC (configuration not stated)
→ · | -5.9% | 7.2%
> Clc1ccc(C2(Cn3cncn3)OCCO2)c(Cl)c1
→ · | -7.5% | -5.9%
> CC(C)(N)Cc1ccc(Cl)cc1
→ · | 9.8% | 8.9%
> Oc1cc[c]([Hg][Cl])cc1
→ · | 3.5% | -8.1%
> CC(C)N(CC[C@@](C(N)=O)(c1ccccc1)c1ccccn1)C(C)C
→ · | 13.4%[24.8 µM] | 13.0%
> CCCCNCC(O)c1ccc(O)cc1 (configuration not stated)
→ · | 1.6% | 2.9%
> CCOC(=O)CC(SP(=S)(OC)OC)C(=O)OCC (configuration not stated)
→ · | 1.0% | -2.9%
> C=CCN=C=S
→ · | 0.7% | 4.1%
> COc1cc2c(cc1OC)[C@@]13CCN4CC5=CCOC6CC(=O)N2C1[C@H]6[C@@H]5C[C@@H]43 (some centres not stated)
→ · | ? | 2.8%
> CCCCCCCCOC(=O)c1ccccc1C(=O)OCCCCCCCC
→ · | -4.6% | 1.8%
> CCC1(c2ccccc2)C(=O)NC(=O)N(C)C1=O (configuration not stated)
→ · | 1.5% | 0.1%
> CCCC1CCCCN1 (configuration not stated)
→ · | 7.6% | -10.6%
> N#CC1(N2CCCCC2)CCCCC1
→ · | 11.3% | 6.5%
> CCCN1CCc2cccc3c2C1Cc1ccc(O)c(O)c1-3 (configuration not stated)
→ · | 2.4% | ?
> Clc1cccc(Cl)c1NC1=NCCS1
→ -5.1% | · | ·
> CCOC(=O)c1cccc(C2=C(CNC(=O)c3ocnc3C)[C@H]3CC[C@@H](C2)N3Cc2ccccc2)c1
→ -18.6% | · | ·
> O=S1c2ccccc2-c2ccccc21
→ 0.2% | · | ·
> O=C(NCC1=C(c2cccc3ccccc23)C[C@@H]2CC[C@H]1N2Cc1ccco1)c1ccc([N+](=O)[O-])cc1
→ -19.7% | · | ·
> CN1OC[C@@H]2CN[C@H](c3ccc(Br)cc3)C[C@@H]21
→ 21.4% | · | ·
> CC1(CCCc2ccc(N(CCCl)CCCl)cc2)NC(=O)NC1=O (configuration not stated)
→ -6.4% | · | ·
> CCOC(=O)CC1c2ccccc2-n2nncc2CN1CC1CCCCC1 (configuration not stated)
→ -19.9% | · | ·
> COc1ccc(OC(=O)N(C)C[C@@H]2OCc3cnnn3CCCC(=O)N([C@@H](C)CO)C[C@@H]2C)cc1
→ -13.2% | · | ·
> CN(C)c1ccccc1
→ 4.4% | · | ·
> COc1cccc(C2CCN(C)C2)c1 (configuration not stated)
→ 4.4% | · | ·
> COc1ccc(NC(=O)N2Cc3ccccc3-n3nncc3C2)cc1
→ 16.3% | · | ·
> Cc1ccc(-n2c(=S)[nH]c3ccccc3c2=O)cc1F
→ 11.5% | · | ·
> N#Cc1ccc(NC(=S)N2Cc3ccccc3-n3nncc3C2)cc1
→ 12.7% | · | ·
> CS(=O)(=O)c1ccc(C2=C(CNC(=O)c3cccs3)[C@H]3CC[C@@H](C2)N3Cc2ccco2)cc1
→ -11.3% | · | ·
> CS(=O)(=O)c1ccc(C2=C(CNC(=O)c3ccc([N+](=O)[O-])cc3)[C@H]3CC[C@@H](C2)N3Cc2ccccc2)cc1
→ -42.4% | · | ·

Remaining list, next part
Results follow in this order: Integrin act MD | Menin MLL FP TR | CXXC DNA block
> C=CCNC(=S)N1Cc2ccccc2-n2nncc2C1
→ 2.8% | · | ·
> CC1CC2CC(=O)CCC2(C)C2CCC3(C)C(O)CCC3C12 (configuration not stated)
→ 5.3% | · | ·
> Cc1ccc(S(=O)(=O)Oc2ccccc2C=C2C(=O)NC(=O)NC2=O)cc1
→ -36.4% | · | ·
> CN1CCN(C(=O)COc2ccc(S(=O)(=O)Nc3ccc(Cl)cc3)cc2)CC1
→ -13.4% | · | ·
> C[C@@H]1CN([C@H](C)CO)C(=O)CCCn2nncc2CO[C@H]1CN(C)C(=O)Oc1ccccc1
→ 17.1% | · | ·
> C[C@@H]1CN([C@@H](C)CO)C(=O)CCCn2nncc2CO[C@H]1CN(C)C(=O)Oc1ccc2ccccc2c1
→ 1.1% | · | ·
> CC(=O)NCC1=C(c2cccc3ccccc23)C[C@@H]2CC[C@H]1N2Cc1ccco1
→ -31.0% | · | ·
> Cc1ccc2n1Cc1cnnn1-c1ccccc1-2
→ 4.1% | · | ·
> O=S(=O)(c1ccc(Cl)cc1)N1Cc2ccccc2-n2nncc2C1
→ -1.1% | · | ·
> CS(=O)(=O)c1ccc(C2=C(CNC(=O)c3nccs3)[C@H]3CC[C@@H](C2)N3CCOc2ccccc2)cc1
→ -6.6% | · | ·
> O=C(CCCc1ccc(N(CCCl)CCCl)cc1)NCc1ccccc1
→ -44.0% | · | ·
> O=C(c1ccco1)N1Cc2ccccc2-n2nncc2C1
→ 4.4% | · | ·
> C1CN(P2(N3CC3)=NP(N3CC3)(N3CC3)=NP(N3CC3)(N3CC3)=N2)CCO1 (configuration not stated)
→ -23.8% | · | ·
> COc1ccccc1CN1CCNCC1
→ -6.7% | · | ·
> Cc1noc(C)c1COc1ccc(C(=O)NCC2(N(C)C)CCCCC2)cc1
→ -14.5% | · | ·
> O=C(O)c1nn(Cc2ccc(Cl)cc2)c2ccccc12
→ 6.3% | · | ·
> COc1ccc(C(CC(=O)c2ccc3c(c2)OCO3)c2c(O)c3ccccc3oc2=O)cc1OC (configuration not stated)
→ -7.9% | · | ·
> CCOC(=O)c1cccc(C2=C(CNC(=O)c3cccnc3)[C@H]3CC[C@@H](C2)N3Cc2ccccc2)c1
→ -13.9% | · | ·
> CS(=O)(=O)c1ccc(C2=C(CNC(=O)c3cccs3)[C@H]3CC[C@@H](C2)N3CCOc2ccccc2)cc1
→ -16.8% | · | ·
> CC(=CCOc1ccc2ccc(=O)oc2c1)C1=CC(=O)C(C)(C)O1
→ 9.1% | · | ·

By substructure: the compounds so far with a halogen.
Results follow in this order: Integrin act MD | Menin MLL FP TR | CXXC DNA block
> FC1(F)C(F)(F)C(F)(F)C2(F)C(F)(F)C(F)(F)C(F)(F)C(F)(F)C2(F)C1(F)F (configuration not stated)
→ · | -3.6% | ?
> O=C(O)C(Cl)Cl
→ · | 13.7%&-4.1% | -4.9%
> O=c1[nH]cc(N(CCCl)CCCl)c(=O)[nH]1
→ · | -3.3% | -11.7%
> CN1CCC(O)(c2ccc(F)cc2)C(C(=O)c2ccc(F)cc2)C1 (configuration not stated)
→ · | -12.5% | 49.5%[activator]
> ClC1=C(Cl)C2(Cl)C3C4CC(C5OC45)C3C1(Cl)C2(Cl)Cl (configuration not stated)
→ · | -1.9% | -2.9%
> CCCC(=O)OC(C(Cl)(Cl)Cl)P(=O)(OC)OC (configuration not stated)
→ · | -5.9% | 7.2%
> Clc1ccc(C2(Cn3cncn3)OCCO2)c(Cl)c1
→ · | -7.5% | -5.9%
> CC(C)(N)Cc1ccc(Cl)cc1
→ · | 9.8% | 8.9%
> Oc1cc[c]([Hg][Cl])cc1
→ · | 3.5% | -8.1%
> Clc1cccc(Cl)c1NC1=NCCS1
→ -5.1% | · | ·
> CN1OC[C@@H]2CN[C@H](c3ccc(Br)cc3)C[C@@H]21
→ 21.4% | · | ·
> CC1(CCCc2ccc(N(CCCl)CCCl)cc2)NC(=O)NC1=O (configuration not stated)
→ -6.4% | · | ·
> Cc1ccc(-n2c(=S)[nH]c3ccccc3c2=O)cc1F
→ 11.5% | · | ·
> CN1CCN(C(=O)COc2ccc(S(=O)(=O)Nc3ccc(Cl)cc3)cc2)CC1
→ -13.4% | · | ·
> O=S(=O)(c1ccc(Cl)cc1)N1Cc2ccccc2-n2nncc2C1
→ -1.1% | · | ·
> O=C(CCCc1ccc(N(CCCl)CCCl)cc1)NCc1ccccc1
→ -44.0% | · | ·
> O=C(O)c1nn(Cc2ccc(Cl)cc2)c2ccccc12
→ 6.3% | · | ·

This is a subset; count on the stated rates, not on these rows.
